Source: PubChem BioAssay (National Center for Advancing Translational Sciences (NCATS))
LDHA block: inhibitors of human lactate dehydrogenase A; P00338; purified LDHA, NADH/diaphorase-resazurin fluorescence; stronger effect = lower value; activity change, % (values are at about 110 or 230 µM); 480,000 compounds, 0.15% hits; in the data active means activity change below about -30%; inconclusive means mostly about -25% to -30%;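 further: plate controls were DMSO wells for no effect and wells without enzyme for full effect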
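Human LDH5 at 2 nM final in Tris HCl pH 7.4 with 0.06 mM NADH and 0.2 mM pyruvate, reacted 5 minutes at room temperature. Remaining NADH coupled via diaphorase/resazurin; resorufin fluorescence read at 0 and 20 minutes, normalized to enzyme-free and DMSO wells.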
Vif-APOBEC3G blk: inhibitors of Vif-APOBEC3G interaction | Q9HC16 | HeLa A3G-eYFP + Vif (tagged APOBEC3G with the HIV-1 protein that degrades it), YFP fluorescence, overnight | Potency, µM (top dose mostly 46.1 µM), for inactives: top-dose activity, negative = active, hits mostly inhibitors | 410,000 compounds, 0.076% hits | AID 602310;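 further: potency means the concentration at half of the fitted maximal effect; on the % scale 0 is the no-effect control and ±100 the full control effect; nearly all actives have a fitted effect of over 60% in size; hits raise eYFP signal because A3G escapes Vif-driven loss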
Target sequence (Q9HC16 whole entry, looked up): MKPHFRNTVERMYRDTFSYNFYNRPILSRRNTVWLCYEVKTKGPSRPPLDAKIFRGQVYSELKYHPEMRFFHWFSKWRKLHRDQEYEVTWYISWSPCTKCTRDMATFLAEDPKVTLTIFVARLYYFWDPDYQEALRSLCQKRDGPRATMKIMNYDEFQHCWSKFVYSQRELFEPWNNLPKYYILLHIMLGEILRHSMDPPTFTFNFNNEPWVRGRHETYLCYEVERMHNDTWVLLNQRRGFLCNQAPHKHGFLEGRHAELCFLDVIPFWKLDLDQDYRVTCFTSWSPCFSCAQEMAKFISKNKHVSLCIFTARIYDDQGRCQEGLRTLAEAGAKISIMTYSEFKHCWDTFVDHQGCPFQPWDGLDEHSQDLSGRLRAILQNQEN
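HeLa cells stably expressing Vif and C-terminally eYFP-tagged A3G, seeded overnight at 37 deg C, then exposed to compound by pintool overnight at 37 deg C. Rise in yellow fluorescence (Ex 488/Em 500-530, Acumen) marks blocked Vif-driven A3G degradation.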
rTrxR1 inhibitor: blocks rat thioredoxin reductase 1; O89049; recombinant rTrxR1, NADPH fluorescence consumption, selenite substrate; Potency, µM (highest dose often 114 µM), for the others: top-dose activity change, negative = inhibition, hits mostly inhibitors; 390,000 compounds, 1% hits; AID 588453; further: potency means the concentration at half of the fitted maximal effect; on the % scale 0 is the no-effect control and ±100 the full control effect; nearly all actives have a fitted effect of over 65% in size
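Rat TrxR1 (90 nM in the dispensed reagent) was pre-reduced with 400 uM NADPH for 5 min at room temperature, then incubated with compound for 15 min. After 400 uM selenite was added, NADPH fluorescence (Ex 340/Em 450 nm) was followed for 8 min.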
RGS4 inhibitor: human RGS4 inhibition; P49798; Transcreener GDP fluorescence polarization, RGS4-accelerated GTP hydrolysis; Potency, µM (series often up to 114 µM), inactives show at the top dose activity change, negative = inhibition, usual class: inhibitors; 390,000 compounds, 0.039% hits; AID 504845; further: potency means the concentration at half of the fitted maximal effect; on the % scale 0 is the no-effect control and ±100 the full control effect; nearly all actives have a fitted effect of over 75% in size; some results filed as inactive show a strong effect at the top dose
Target sequence (P49798 whole entry, looked up): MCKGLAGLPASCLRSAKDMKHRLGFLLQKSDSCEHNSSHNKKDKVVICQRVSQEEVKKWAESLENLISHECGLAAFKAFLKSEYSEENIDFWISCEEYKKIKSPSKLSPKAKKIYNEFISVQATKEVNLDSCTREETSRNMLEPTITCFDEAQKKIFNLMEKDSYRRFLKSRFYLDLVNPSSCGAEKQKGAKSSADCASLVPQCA
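MLSMR compounds (23 nl, pin-transferred) preincubated 10 min at room temperature with a 500nM (2x) first reagent, then RGS4 at 900nM (2x) plus Transcreener GDP mix added; fluorescence polarization (620/688 nm) read before and after 90 min at 30 °C.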
Vif-APOBEC3F blk: Vif-A3F binding inhibition; HeLa A3F-eYFP + Vif (tagged APOBEC3F with the HIV-1 protein that degrades it), YFP fluorescence increase; Potency, µM (highest dose often 46.1 µM), inactives show top-dose activity, negative = active; 390,000 compounds, 0.2% hits; AID 602313; further: potency means the concentration at half of the fitted maximal effect; % of control where 0% means no effect; nearly all actives have a fitted effect of over 65% in size
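HeLa cells stably expressing A3F-eYFP plus Vif, plated and incubated overnight at 37 deg C, then exposed to compounds overnight at 37 deg C. Blocked degradation read as raised yellow fluorescence (Ex 488/Em 500-530).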
TrxR1 substrate: rat thioredoxin reductase 1 substrate activity | purified TrxR1 substrate turnover, NADPH consumption readout | AID 588456 | 390,000 compounds, 0.01% hits | Potency, µM (titrated, usually from 114 µM), for the others: at the highest dose activity change, negative = substrate turnover; further: potency means the concentration at half of the fitted maximal effect; on the % scale 0 is the no-effect control and ±100 the full control effect; nearly all actives have a fitted effect of over 50% in size
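Rat TrxR1, dispensed at 90 nM, was prereduced with 400 uM NADPH (final) for 5 min at ~22 deg C, then incubated with compound 15 min before 400 uM selenite. A first-read NADPH fluorescence drop versus no-compound background flagged substrates.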
USP1-UAF1 inh: blocks the human USP1/UAF1 deubiquitinase complex; O94782; recombinant USP1/UAF1, Ub-Rhodamine cleavage fluorescence; Potency, µM (top dose mostly 57.1 µM), inactives show top-dose activity change, negative = inhibition, most hits filed as inhibitors; 390,000 compounds, 0.23% hits; AID 743255; further: potency means the concentration at half of the fitted maximal effect; on the % scale 0 is the no-effect control and ±100 the full control effect; nearly all actives have a fitted effect of over 60% in size; inactives centre near -12
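1 nM enzyme complex + cpd, 15 min RT; start with Ub-Rho 150nM final; kinetic fluorescence ex 480/em 540, 6 reads q60 s. Buffer 50mM HEPES pH 7.8, 0.5mM EDTA, 0.1 mg/ml BSA, 1mM TCEP, 0.01% Tween-20.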
GRP78 ERSR act: inducers of ER stress response in human glioma cells; U87-MG GRP78 promoter luciferase reporter, 16 h; Potency, µM, for inactives: at the top dose activation, actives largely listed as activators; 420,000 compounds, 0.02% hits; AID 602332; further: potency means the concentration at half of the fitted maximal effect; series mostly up to about 76 µM; % of control where 0% means no effect; nearly all actives have a fitted effect of over 35% in size
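ERSR induction read as luciferase luminescence (Bright-Glo, 10 min at room temperature) in stably transfected human U87-MG glioma cells exposed to compounds for 16 h, using GRP78 as sensor.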
mIDH1 inhibitor: human IDH1 R132H inhibition; O75874; IDH1-R132H enzyme, NADPH consumption, diaphorase/resazurin fluorescence; Potency, µM (top dose mostly 76.6 µM), for the others: top-dose activity change, negative = inhibition, most hits filed as inhibitors; 390,000 compounds, 0.093% hits; further: potency means the concentration at half of the fitted maximal effect; on the % scale 0 is the no-effect control and ±100 the full control effect; nearly all actives have a fitted effect of over 65% in size
Target sequence (O75874 whole entry R132H, stated change not applied): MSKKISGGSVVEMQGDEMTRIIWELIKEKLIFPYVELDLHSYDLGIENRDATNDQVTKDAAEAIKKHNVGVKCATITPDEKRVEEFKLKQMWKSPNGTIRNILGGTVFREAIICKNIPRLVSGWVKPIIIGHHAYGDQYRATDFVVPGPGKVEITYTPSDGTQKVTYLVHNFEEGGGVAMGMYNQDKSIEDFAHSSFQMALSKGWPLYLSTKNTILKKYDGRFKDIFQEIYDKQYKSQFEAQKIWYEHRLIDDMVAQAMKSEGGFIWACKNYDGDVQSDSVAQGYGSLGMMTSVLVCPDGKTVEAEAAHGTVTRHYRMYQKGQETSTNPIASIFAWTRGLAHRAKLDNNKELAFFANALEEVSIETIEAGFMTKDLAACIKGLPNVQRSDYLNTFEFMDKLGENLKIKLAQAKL
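IDH1-R132H (0.5 ug/mL dispensed) in pH 7.5 Tris buffer was preincubated 30 min with compound, then given a substrate mix of 0.016 mM NADPH and 2 mM alpha-KG for 80 min at room temperature; remaining NADPH was read by diaphorase/resazurin fluorescence.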
Numbers without * were called inactive; ? = inconclusive; nt = not tested or not shown; & = joins results of further samples; [ ] = dose if it differs, or a comment. Unless noted, the call rests on the fitted dose curve; in most records, active means well fitted curve in the direction sought with a large enough effect; inconclusive means small, poorly fitted or top-dose-only effect, or another doubt; inactive means no such curve, though single readings can be large; an effect the other way counts as inactive or inconclusive.

SMILES	LDHA block	Vif-APOBEC3G blk	rTrxR1 inhibitor	RGS4 inhibitor	Vif-APOBEC3F blk	TrxR1 substrate	USP1-UAF1 inh	GRP78 ERSR act	mIDH1 inhibitor
O=C(CN1C(=O)CSc2ccc(S(=O)(=O)N3CCOCC3)cc21)NCc1cccnc1	-17	0%	4%	-8%	6%	-3%	-13%	0%	-3%
COC(=O)/C(=C\c1ccc(O)cc1)c1nc2ccccc2[nH]1	-1	1%	-12%	-1%	-1%	-11%	-10%	1%	-6%
Cc1cccc(Nc2nnc(SCC(=O)NC(=O)CN3CCCC3=O)s2)c1	2	0%	?	-32%	0%	-13%	-24%	-2%	8%
O=C(c1ccc(Cl)cc1)N1CCC(c2nc3ccccc3o2)CC1	14&-9	4%	9%	11%	-7%	-4%	-23%	-2%	-16%
COc1ccccc1NC(=O)CN1CCN(c2ccccn2)CC1	5	-1%	-11%[57.1 µM]	-17%	-2%	3%[57.1 µM]	-13%	-1%	5%
COCc1cc(C)nc2c1C(=O)NC(c1ccc(C)cc1)N2Cc1ccccc1 (stereo not drawn)	-8	-2%	13%[57.1 µM]	1%	-20%	4%[57.1 µM]	-13%	1%	18%
CCN1C(=O)[C@H]2[C@@H](c3ccc(-c4cc(C(C)=O)cs4)cc3)N3CCCC[C@@]3(C(=O)OC)[C@H]2C1=O	-6	2%	2%[57.1 µM]	-4%	6%	3%[57.1 µM]	-23%	-5%	-9%
COc1cccc(NC(=O)C(Sc2nc3ccccc3c(=O)n2CC(C)C)c2ccccc2)c1 (stereo not drawn)	-14	0%	11%[57.1 µM]	15%	0%	6%[57.1 µM]	-15%	-3%	-5%
C=CCn1c(N)cc(=O)nc1SCC(=O)Nc1ccc(C)cc1	-5	3%	10%[57.1 µM]	-38%	7%	-6%[57.1 µM]	-18%	-2%	2%
C[C@@H](c1ccccc1)N1Cc2ccccc2Oc2cc(Br)ccc2S1(=O)=O	-11	3%	14%	-1%	-3%	1%	?	-3%	-9%
CCOc1ccc(C(=O)c2cn(CC(=O)Nc3cc(OC)cc(OC)c3)c3ccc(F)cc3c2=O)cc1	-2	2%	1%	-23%	-1%	-9%	?	-2%	6%
CCc1nc2ccccc2n(CCOCCn2c(=O)c(CC)nc3ccccc32)c1=O	-6	-4%	27%	5%	-7%	10%	-3%	-4%	8%
CCOC(=O)c1cnn(-c2cc(C)cc(C)c2)c1N	0	-4%	14%	-11%	-13%	4%	-14%	-1%	13%
CCOC(=O)c1cc2sccc2n1CC(=O)Nc1ccc(OC)cc1	-6	0%	-14%	-2%	3%	-10%	0%	-3%	6%
COc1cc2ncc(S(=O)(=O)c3ccccc3)c(N3CCCC(C)C3)c2cc1OC (stereo not drawn)	0	-16%	6%[57.1 µM]	6%	-3%	-1%[57.1 µM]	2%	-8%	?
O=C(CN1CCN(C(C(=O)Nc2ccc(F)cc2)c2ccccc2)CC1)NC1CC1 (stereo not drawn)	-3	1%	13%	-16%	0%	11%	-15%	-3%	3%
Cc1ccc(NC(=O)CSc2nc(=O)n(Cc3ccco3)c3c2CCC3)cc1F	0	3%	9%[57.1 µM]	-1%	3%	3%[57.1 µM]	-10%	-2%	10%
C=CCNC(=O)c1ccc2c(=O)n(Cc3ccccc3OC)c(=S)[nH]c2c1	-5	0%	10%	-29%	-8%	-4%	-14%	-9%	-4%
Cc1ccc2c(CC(=O)Nc3ccc(S(=O)(=O)Nc4nc(C)cc(C)n4)cc3)coc2c1	-2	-7%	15%	-23%	9%	2%	-5%	-3%	-7%
COc1ccc(F)cc1S(=O)(=O)n1cc(C)nc1-c1ccccc1	-5	-1%	20%[57.1 µM]	-12%[11.4 µM]	3%	9%[57.1 µM]	-18%	1%	3%
COc1ccc(NC(=O)C2CCN(S(=O)(=O)c3ccc4[nH]c5c(c4c3)CCCCC5)CC2)cc1	0	0%	15%[57.1 µM]	10%	4%	-3%[57.1 µM]	?	-2%	-6%
O=C(C1CCCCN1S(=O)(=O)c1ccc(F)cc1)N1CCN(c2ccccc2F)CC1 (stereo not drawn)	-1	2%	15%[57.1 µM]	1%	-4%	4%[57.1 µM]	-18%	-4%	1%
COc1ccc(NC(=O)c2ccccc2NC(=O)NC2CCCCC2)cc1	-14	-1%	12%	-19%	4%	0%	-23%	3%	-2%
O=C(NCCCn1cccn1)C1CCC(=O)N(CCc2ccccc2)C1 (stereo not drawn)	-6	2%	21%	-38%	1%	2%	-20%	-2%	-8%
CC1CCCCN1Cc1ccc(-c2nnn(CC(=O)NC3CCCCC3)n2)cc1 (stereo not drawn)	-8	2%	13%[57.1 µM]	17%[11.4 µM]	-8%	-10%	0%	-4%	3%
SMILES	LDHA block	Vif-APOBEC3G blk	rTrxR1 inhibitor	RGS4 inhibitor	Vif-APOBEC3F blk	TrxR1 substrate	USP1-UAF1 inh	GRP78 ERSR act	mIDH1 inhibitor
Cc1c(Cl)cccc1NC(=O)C(CCS(C)(=O)=O)N1Cc2ccccc2C1=O (stereo not drawn)	-7	5%	-10%	6%	-1%	-8%	-2%	-3%	-1%
O=C(O)CC/C(=N\Nc1ccccc1[N+](=O)[O-])c1cccs1	3	-1%	?	-16%[56.9 µM]	0%	-20%	-25%	4%	4%
CCN(CCC(=O)Nc1cc([N+](=O)[O-])ccc1OC)Cc1ccccc1	-5	-4%	-2%	8%	-1%	3%[11.4 µM]	0%	-7%	-1%
O=C(Nc1ccc2oc(-c3cccnc3)nc2c1)c1ccccc1F	1&-10	0%	63%[activator]	6%	-6%	30%	-17%	-4%	-1%
Cc1cc(C)cc(Oc2nc(C(F)(F)F)nc3ccccc23)c1	2	?	6%[57.1 µM]	-2%	-3%	-6%[57.1 µM]	-13%	-6%	12%
COc1ccc(C(=O)CSc2nnc(-c3cnccn3)n2Cc2ccco2)cc1	-1	0%	?	-9%	-5%	15%	-3%	-4%	12%
Cc1ccc(NC(=S)N2CCC(c3nc4ccccc4s3)CC2)cc1	-1	-1%	2%	-18%	1%	-12%	-23%	-3%	0%
Cc1ccc(S(=O)(=O)N2CCOCC2)cc1NC(=O)COC(=O)c1cc(=O)c2ccccc2o1	-6	1%	-1%[57.1 µM]	12%	-14%	8%[57.1 µM]	-20%	-3%	-1%
COC(=O)c1cc(NC(=S)NCc2ccc(Cl)cc2)cc(C(=O)OC)c1	-6	-6%	2%	-30%	-23%	2%	-23%	-5%	-16%
O=C(O)CCCC(=O)Nc1ccccc1SCCS(=O)(=O)c1ccc(Cl)cc1	1	-2%	-12%[57.1 µM]	-1%	?	9%[57.1 µM]	5%	-2%	-8%
CC(=O)c1cccc(NC(=O)N2CCCC2C(=O)Nc2ccc3c(c2)OCO3)c1 (stereo not drawn)	1	5%	-13%	16%[11.4 µM]	-11%	-10%	-2%	4%	-11%
CCC1=C(OC(=O)N(CC)CC)N2C(=O)OC(=NCC(=O)OC)[C@]2(C)[C@H]2C1=CC[C@H]1C(=O)N(CC(=O)OC)C(=O)[C@H]12	1	2%	25%	-2%	1%	7%	-13%	-3%	9%
O=C(NC1CCCc2c1cnn2-c1cc(F)cc(F)c1)c1ccc[n+]([O-])c1 (stereo not drawn)	-4	0%	-12%	-17%	4%	-5%	-14%	-4%	5%
COc1ccc(N(CC(=O)N2CCOCC2)S(C)(=O)=O)c(OC)c1	0	-1%	-6%[57.1 µM]	?	-7%	-10%	-1%	-6%	4%
O=C(Nc1cccc(OC(=O)c2ccco2)c1)c1ccco1	-1	1%	-4%	-5%	-4%	-2%	-12%	2%	5%
CC1(C)C2([N+](=O)[O-])CN3CC1([N+](=O)[O-])CN(C2)C3C(O)C(O)C(O)CO (stereo not drawn)	-8	1%	26%	6%	2%	15%	-2%	1%	12%
CCN1CCN(C2=C(NS(=O)(=O)c3ccc(C)cc3)C(=O)c3ccccc3C2=O)CC1	8	-2%	79µM*	-18%	-4%	-2%	?	1%	7%
O=C(COC(=O)/C=C/c1cccc(C(F)(F)F)c1)Nc1cccc2ccccc12	-2	-2%	11%	-9%	-14%	-3%	-7%	-3%	-2%
CCOC(=O)C[C@H]1c2ccccc2S(=O)(=O)N1C1CC1	-4	5%&-2%	21%[57.1 µM]	14%	-7%	10%[57.1 µM]	-31%	-3%&3%	-9%
CCOC(=O)c1sc(/N=C/Nc2nc(C)c(C(=O)OCC)s2)nc1C	3	0%	-10%	10%	nt	-10%	6%	-6%	-1%
CCOC(=O)c1c(NC(=O)CN2CCCCC2)sc2c1CCN(C(=O)OCC)C2	9	-1%	-14%	8%	11%	4%	-6%	-4%	12µM*
O=C(OCc1nnc(-c2cccs2)o1)c1cccnc1Cl	-11	4%	5%	5%	-17%	-7%	-4%	-1%	19%
Cc1ccc(-c2nc3cc(NS(=O)(=O)c4ccc(C)cc4)ccc3o2)cc1	-4	-4%	22%	0%	?	33%[activator]	-23%	8%	3%

Some of the compounds tested (hit frequency here may not be typical).
